# VIM-2 inhibitor = inhibitors of Pseudomonas aeruginosa VIM-2 metallo-beta-lactamase; inhibition, % at 5.6 µM; purified VIM-2, nitrocefin hydrolysis, epi-absorbance fluorescence; 290,000 compounds, 0.89% hits;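 active = inhibition above the mean of all tested compounds plus 3 SD, cutoff set per screening run, cut at about 7.5% in these data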;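 also: red hydrolysis product quenches plate fluorescence so inhibitors raise well fluorescence; 0% = enzyme with DMSO and 100% = DMSO without enzyme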
# HCV NS3 hel inh = blocks Hepatitis C virus NS3 helicase unwinding. NS3 helicase DNA unwinding, Cy5 molecular beacon fluorescence. inhibition, % at 10.9 µM. 290,000 compounds, 0.56% hits. AID 1800;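 active = inhibition above the mean of all tested compounds plus 3 SD, set per campaign, cut at about 35% in these data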;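 also: 0% = DMSO wells and 100% = thioflavine S control wells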
#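 Assay system – hepatitis C virus NS3 helicase domain fragment enzyme · Buffer or medium – MOPS pH 6.5, MgCl2, DTT, Tween20, BSA · Reagent – Cy5/quencher beacon DNA duplex and ATP to start · Compound – single 10.9 µM dose · Timing – 1 h at 25 °C · Technique – Cy5 beacon fluorescence read at start and 1 h · Measure – % inhibition of unwinding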
# SUMO HTRF inh = inhibitors of human SUMOylation (UBC9). P63279. HTRF SUMOylation assay, SAE1/SAE2 + UBC9, in vitro. inhibition, % at 35 µM. 290,000 compounds, 0.36% hits; in the data active = inhibition above about 50%, passing the limit was not always enough; also: strong numbers were not always called active
# Target sequence (P63279 whole entry, looked up): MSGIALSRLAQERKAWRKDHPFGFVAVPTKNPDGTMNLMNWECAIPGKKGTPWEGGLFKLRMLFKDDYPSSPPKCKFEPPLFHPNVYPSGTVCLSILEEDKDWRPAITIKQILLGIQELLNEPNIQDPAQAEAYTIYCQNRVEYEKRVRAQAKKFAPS
# M18AAP inhibitor = PfM18AAP enzyme inhibition | recombinant PfM18AAP, H-Glu-NHMec fluorogenic cleavage | inhibition, % at 7.35 µM | 290,000 compounds, 1.2% hits;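 active = inhibition above the campaign mean inhibition over all tested compounds plus 3 SD, cut at about 28% in these data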;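 also: 0% = plate median of test compound wells and 100% = 2 mM ZnCl2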
# MEKK2wt PB1 HTS = raises or lowers MEK5 binding to wildtype human MEKK2 PB1 domain. Q9Y2U5. bead flow cytometry, Alexa488-MEK5 binding to MEKK2 WT; actives lie on both sides. binding response (% of control), % at 10 µM. 290,000 compounds, 1.1% hits; in the data active = binding response below about 67% or above about 130%
# DNA FID counter = counter-screen for HCV NS3 helicase inhibitors: DNA intercalator displacement; 290,000 compounds, 0.17% hits; DNA fluorescent intercalator displacement, fluorescence; inhibition, % at 7.9 µM; in the data active = inhibition above about 37%;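 also: 0% = vehicle and 100% = reference compound; higher means more ethidium bromide displaced from hairpin DNA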
# NALP1 inh = blocks the NALP1 inflammasome reconstituted in yeast; S. cerevisiae NALP1/ASC/caspase-1 growth, X-gal OD620, 72 h; inhibition, % at 10 µM; 280,000 compounds, 0.61% hits; in the data active = inhibition mostly above about 24%, no sharp cut-off; inactive = mostly below about 32%; also: some compounds called inactive have numbers as strong as hits
# IMP-1 inh = blocks Pseudomonas aeruginosa IMP-1 metallo-beta-lactamase; 290,000 compounds, 0.45% hits; purified IMP-1, nitrocefin hydrolysis, epi-absorbance fluorescence; AID 1556; inhibition, % at 5.6 µM;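 active = inhibition above the mean plus 3 SD of all compounds in the same screening run, cut at about 4.5% in these data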;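 also: 0% = IMP-1 with DMSO and 100% = DMSO wells lacking enzyme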
#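 System – purified recombinant IMP-1 beta-lactamase · Input – IMP-1 dispensed at 0.2 nM · Timing – 15 min preincubation plus 25 min reaction at 25 °C · Signal – Epi-absorbance fluorescence, 480 nm excitation, 530 nm emission · Measure – percent IMP-1 inhibition derived from blank-referenced optical density · Controls – Enzyme-plus-DMSO low control, enzyme-free DMSO high control · Replication – singlicate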
# MEKK2mut PB1 HTS = signal of MEK5 binding to mutant human MEKK2 PB1 domain. bead flow cytometry, Alexa488-MEK5 binding to MEKK2 mutant. percent response, % at 10 µM. 290,000 compounds, 0.35% hits. AID 1530; in the data active = percent response above about 24%, passing the limit was not always enough; also: inactives centre near 1; some results filed as inactive read as strong as hits
# * hit, by the source's call; · = no result given; [ ] = remark or other dose.
SMILES,VIM-2 inhibitor,HCV NS3 hel inh,SUMO HTRF inh,M18AAP inhibitor,MEKK2wt PB1 HTS,DNA FID counter,NALP1 inh,IMP-1 inh,MEKK2mut PB1 HTS
COc1ccccc1-c1cc(C(=O)O)c2c(=O)n(C)c(=O)n(Cc3ccccc3)c2n1,-1.6,-6,28,1,103,-36,5,-5.0,11
CC(=O)Cc1nsc(Nc2ccc(Cl)cc2)n1,-1.3,2,-17,-9,100,0,-5,-3.3,-3
NS(=O)(=O)c1ccc(N/N=C/C=C/c2ccccc2[N+](=O)[O-])cc1,-2.3,-8,0,15,107,7,1,-3.7,5
Cc1cc2cc(CCNS(=O)(=O)c3ccc(F)cc3)c(=O)[nH]c2cc1C,-3.0,5,-8,-5,103,-37,-16,-4.9,6
CC(C)CCNC(=O)c1onc(CSc2nc3ccccc3[nH]2)c1C(=O)NCCC(C)C,-1.0,-13,-17,4,90,-13,20,1.4,-10
O=C(Nc1ccc2c(c1)OCO2)c1ccc(NC2CC2)c([N+](=O)[O-])c1,-4.3,-5,-12,-1,112,1,·,-2.3,1
CC(=O)N(C)c1ccc(NC(=O)CCN2C(=O)c3ccccc3C2=O)cc1,1.2,6,11,-15,104,-5,19,-0.3,1
CCOC(=O)N1CCC(NC(=O)c2cc3c(-c4ccc(OC)c(OC)c4)nn(C)c3s2)CC1,1.1,-18,17,2,109,-10,4,0.4,8
C=CCNC(=S)NNC(=O)COc1ccc2cc(Br)ccc2c1,-4.2,0,-27,3,104,-23,-23,-4.2,-2
CC1CC(=O)C=C(O)C1C(=O)OC(C)(C)C (stereo not drawn),-5.6,17,4,6,98,-49,-8,-3.4,-3
COCCNC(=S)N/N=C/c1c2ccccc2cc2ccccc12,0.6,-22,-14,6,85,-16,-11,-2.8,-7
Cc1ccc(F)cc1NC(=O)CCc1c(C)nn(-c2ccc(N3CCCCC3)nn2)c1C,-0.9,-37,-6,-1,99,-38,3,-3.1,-1

# Arranged by formula weight (highest first): some entries from above
SMILES,VIM-2 inhibitor,HCV NS3 hel inh,SUMO HTRF inh,M18AAP inhibitor,MEKK2wt PB1 HTS,DNA FID counter,NALP1 inh,IMP-1 inh,MEKK2mut PB1 HTS
Cc1ccc(F)cc1NC(=O)CCc1c(C)nn(-c2ccc(N3CCCCC3)nn2)c1C,-0.9,-37,-6,-1,99,-38,3,-3.1,-1
COc1ccccc1-c1cc(C(=O)O)c2c(=O)n(C)c(=O)n(Cc3ccccc3)c2n1,-1.6,-6,28,1,103,-36,5,-5.0,11
CC1CC(=O)C=C(O)C1C(=O)OC(C)(C)C (stereo not drawn),-5.6,17,4,6,98,-49,-8,-3.4,-3

# 6 successive entries out of the list so far, quoted:
SMILES,VIM-2 inhibitor,HCV NS3 hel inh,SUMO HTRF inh,M18AAP inhibitor,MEKK2wt PB1 HTS,DNA FID counter,NALP1 inh,IMP-1 inh,MEKK2mut PB1 HTS
COc1ccccc1-c1cc(C(=O)O)c2c(=O)n(C)c(=O)n(Cc3ccccc3)c2n1,-1.6,-6,28,1,103,-36,5,-5.0,11
CC(=O)Cc1nsc(Nc2ccc(Cl)cc2)n1,-1.3,2,-17,-9,100,0,-5,-3.3,-3
NS(=O)(=O)c1ccc(N/N=C/C=C/c2ccccc2[N+](=O)[O-])cc1,-2.3,-8,0,15,107,7,1,-3.7,5
Cc1cc2cc(CCNS(=O)(=O)c3ccc(F)cc3)c(=O)[nH]c2cc1C,-3.0,5,-8,-5,103,-37,-16,-4.9,6
CC(C)CCNC(=O)c1onc(CSc2nc3ccccc3[nH]2)c1C(=O)NCCC(C)C,-1.0,-13,-17,4,90,-13,20,1.4,-10
O=C(Nc1ccc2c(c1)OCO2)c1ccc(NC2CC2)c([N+](=O)[O-])c1,-4.3,-5,-12,-1,112,1,·,-2.3,1

# Further results follow:
SMILES,VIM-2 inhibitor,HCV NS3 hel inh,SUMO HTRF inh,M18AAP inhibitor,MEKK2wt PB1 HTS,DNA FID counter,NALP1 inh,IMP-1 inh,MEKK2mut PB1 HTS
Cc1ccccc1N(CC(=O)NC1CCCC1)C(=O)c1csnn1,-2.4,-4,14,-3,98,-6,5,-1.0,1
CC1(C)Cc2c(cnn2-c2ccccc2)-c2c1c1ccccc1n2CC(O)CBr (stereo not drawn),-0.8,8,8,2,96,-10,0,-3.1,-2
COCCn1c(=NC(=O)c2cccs2)sc2cc(NC(C)=O)ccc21,-3.1,-1,-3,1,108,16,25,-4.3,14
CCOC(=O)c1ccc(NC2Nc3cc(C)nn3S2)cc1 (stereo not drawn),-2.4,-17,2,6,84,-2,4,-1.1,-13
CC1(C)Cc2ccccc2C(=NC(Cc2c[nH]c3ccccc23)C(=O)O)N1 (stereo not drawn),1.7,15,7,2,104,-19,15,0.9,0
COc1ccc(C2=CC(c3ccco3)n3ncnc3N2)cc1 (stereo not drawn),3.8,4,47,22,91,-12,14,-1.2,-5
O=C(NNS(=O)(=O)c1ccc(F)cc1)c1cc2ccccc2cc1O,-1.6,1,15,14,103,-14,-2,-1.0,0
C=CCNC(=O)COc1cc(C)cc(C)c1C,-1.4,1,1,-2,95,-6,16,-1.4,-2
COC(=O)C1(C)NC(c2ccc(O)cc2)C2C(=O)N(c3ccc4c(c3)OCCO4)C(=O)C21 (stereo not drawn),-2.3,7,14,18,95,-2,-10,-0.6,-1
COC(=O)C1C(=O)CC(C)(O)C(C(=O)OC)C1c1ccccc1F (stereo not drawn),-1.6,1,0,-7,130,-1,·,-3.4,10
Cc1ccc(S(=O)(=O)Cn2nnnc2CN2CCN(Cc3ccc4c(c3)OCO4)CC2)cc1,-1.3,-12,22,2,101,10,11,-3.8,4
CC(C)c1nnc(NC(=O)CCC(=O)N2CCN(C3c4ccccc4-c4ccccc43)CC2)s1,-3.7,8,-3,-1,95,-1,12,-3.4,12
COc1ccccc1OCC(=O)Nc1c2c(nn1-c1ccccc1)CS(=O)(=O)C2,-0.3,5,-4,8,95,-25,18,-2.9,-6
O=C(NC12CC3CC(CC(C3)C1)C2)N1CCC(O)(c2ccc3c(c2)OCO3)CC1,-2.4,7,-12,-5,102,6,20,-4.0,5
COC(=O)c1ccccc1S(=O)(=O)N1CCC(c2nc3ccccc3o2)CC1,-0.9,-5,5,1,91,-25,-13,-3.1,-11
Cc1c(/C=N/O)c2ccccn2c1C(=O)c1ccc(F)cc1,5.3,-11,5,7,99,-5,28,-0.9,1
O=c1c2nccnc2[nH]c(=S)n1Cc1ccccc1,-1.9,-7,20,4,100,1,10,-3.4,0
O=C(Cn1c(-c2ccccc2)noc1=O)NCc1ccccc1,-2.2,2,17,-2,108,1,-2,-1.6,7
COc1nccnc1NS(=O)(=O)c1ccc(NS(=O)(=O)c2ccc(NC(C)=O)cc2)cc1,-5.1,4,-10,2,105,1,29,-4.8,3
CCOc1ccccc1CNS(=O)(=O)c1cc(-c2cc(C)no2)ccc1C,-3.4,5,3,-2,97,-32,2,-5.0,3
c1ccc(CCc2nc(-c3ccccn3)no2)cc1,0.8,2,-7,0,96,-5,39,-6.1,-5
O=C1c2cccnc2C(Nc2ccc(Cl)cc2)N1Cc1cccs1 (stereo not drawn),-1.1,-4,16,-5,54*[inhibitor],-14,1,-0.1,-16
CC(C)(C)C(=O)NC(CC(=O)O)c1ccccc1 (stereo not drawn),-0.6,-5,5,2,90,0,6,-0.9,-5
NNC(=O)c1ccncc1,-3.0,1,-3,4,95,-3,14,-1.8,-4
Cc1ccc(S(=O)(=O)Nc2cc(C)c(O)c(Sc3n[nH]c(C)n3)c2)cc1,-1.9,-4,-15,1,102,-12,5,-4.2,-1
CCCC(=O)Nc1cc(-c2nc3ncccc3o2)ccc1Cl,-0.5,10,0,3,113,-14,6,-3.0,18
O=C(CCl)NNC(=O)c1c(O)c2ccccc2[nH]c1=O,0.9,11,21,22,106,2,3,-2.1,7
Cc1cc(C)c(/C=C(\C#N)S(=O)(=O)c2ccccc2)[nH]1,-1.9,7,-3,-4,102,-13,2,-2.0,7
N#C/C(=C/c1cc(Cl)c(O)c(Cl)c1)C(=O)N1CCCCC1,-2.4,8,12,5,102,-6,5,-3.9,5
COCCCn1c(-c2cccc(Cl)c2)nc2c1c(=O)[nH]c(=O)n2Cc1ccccc1,-2.6,-7,-25,5,99,-33,7,-3.8,-1
COc1ccc(N2CCn3c2nc2c3c(=O)n(CCCc3ccccc3)c(=O)n2C)c(OC)c1,0.1,-7,14,3,99,-7,20,-1.8,0
Cc1onc(-c2ccccc2Cl)c1C(=O)Nc1cccc2nsnc12,-0.8,8,13,-3,104,5,0,-1.7,8
CCOC(=O)C1(Cc2ccccc2Cl)CCN(S(C)(=O)=O)CC1,-1.9,2,15,-3,105,-22,-6,-2.1,2
Clc1ccc(Cc2noc(Cc3ccccc3)n2)cc1Cl,-3.5,9,-17,-4,112,-8,-3,-1.8,7
O=C(NCc1ccccn1)c1cc2ccccc2oc1=O,-1.4,-1,-14,3,98,-3,16,-3.1,2
O=C(CCS(=O)(=O)Cc1ccc(Cl)cc1)NCCCN1CCOCC1,-3.8,-10,27,-3,112,3,-2,-4.0,14
COC(=O)c1ccc(OC(=O)/C=C/c2ccco2)cc1,-0.8,-1,-8,2,105,-20,13,-1.8,0
N/C(=N\OC(=O)c1cccs1)c1cccc([N+](=O)[O-])c1,-3.9,-5,10,-11,97,2,-15,-2.8,0
COc1ccc(C(=O)NCCN2C(=O)S/C(=C\c3cccnc3)C2=O)cc1[N+](=O)[O-],-1.5,-4,7,12,97,-8,-1,-1.3,1
COc1cc2cc(CN(CCCN3CCOCC3)Cc3nnnn3Cc3ccccc3)c(=O)[nH]c2cc1OC,-0.3,14,28,5,90,-3,9,-2.3,-4
CC(=O)Nc1cc(NC(=O)C2C3C=CC(C3)C2C(=O)O)ccc1Cl (stereo not drawn),-2.1,-1,-29,2,98,0,-1,-4.1,1
COc1cccc(CNC(=O)Cc2c(C(=O)O)[nH]c3ccccc23)c1,-0.3,12,11,5,88,-8,13,1.3,-8
CC1(C)Cc2nc3sc(C(=O)NCCCO)c(N)c3cc2CS1,-1.8,-6,0,16,109,-11,8,-1.1,3
CC(C)c1nc2oc3c(NCc4cccnc4)ncnc3c2c2c1CCC2,-4.8,5,-2,2,108,-5,16,-2.7,0
Cc1cc(C)n(-c2nc(C)nc(NCc3ccccc3)n2)n1,-5.0,1,11,-11,108,-24,21,-4.9,5
CC1CCCN(CCCNC(=O)C2CC(=O)N(c3ccc(F)c(Cl)c3)C2)C1 (stereo not drawn),2.1,0,15,17,114,9,3,5.8*,12
C/C(=N/NC(=O)c1ccc(O)cc1)c1cccc([N+](=O)[O-])c1,-5.8,13,10,-5,108,-2,16,-2.7,4
C=CCNC(=S)NNC(=O)c1ccc(OCCC)cc1,-6.9,12,6,12,100,-8,13,-6.9,2

# Bioassay records (PubChem)
